Epigenetic derep: Quantitative High-Throughput Screen for Regulators of Epigenetic Control; murine LDR cells, GFP reporter derepression, 30 h; Potency, µM (highest dose often 53.9 µM), inactives show at the top dose GFP activation, most hits filed as activators; 280,000 tested, 0.2% active; AID 1865, 2009; active means well fitted activation curve with a large enough effect; inconclusive means small, poorly fitted or top-dose-only effect; further: % of control where 0% means no effect; nearly all actives have a fitted effect of over 60% in size
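Readout is the number of GFP-expressing murine LDR cells, counted by cytometry following washing. Cells were treated with compound for 30 h at 37 C; the stably integrated CMV-GFP locus is normally silent.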
* hit, by the source's call; ? = inconclusive. Potency means the concentration at half of the fitted maximal effect. Only part of the results is shown; rates above refer to the full screens.

molecule | Epigenetic derep
CCOc1ccccc1NC(=O)C1CCN(S(=O)(=O)c2ccccc2)CC1 | 0.6%
COc1ccc2c(c1)CCc1c(C(=O)Nc3c(C)nn(Cc4ccc(C)cc4)c3C)noc1-2 | -0.9%
CCOc1ccccc1C(=O)N1CCN(CCc2ccccn2)CC1 | -2.4%
CC(C)c1cnc2c(c1SCC(=O)NCc1ccccc1)c(=O)n(C)c(=O)n2C | -2.7%
COc1ccc2c(c1)c1c(c(=O)n(-c3ccc(C)cc3)c(=O)n1CC(=O)c1ccc(Cl)cc1)n2C | 2.1%
CCOC(=O)c1c(NC(=O)COc2ccc(C)cc2C(C)(C)C)sc2c1CCC(C)C2 (centres undefined) | -0.8%
O=C(NCCc1nc2ccccc2n1CCOc1ccc(Cl)cc1)C1CCCCC1 | -6.5%
CCOC(=O)C1CCC(CN(Cc2cccc(Br)c2)S(=O)(=O)c2ccc(C)cc2)CC1 (centres undefined) | 5.3%
COc1ccc(CCNC(=O)CSc2nc3nc(C)c(Cc4ccc(C)cc4)c(C)n3n2)cc1OC | 1.4%
Cc1ccc(Cn2c(=O)n(-c3cc(C)cc(C)c3)c(=O)c3oc4ccccc4c32)cc1 | 2.7%
O=C(CCS(=O)(=O)c1ccccc1)N(Cc1cccnc1)c1nc2ccc(F)cc2s1 | 2.5%
Cc1ccc(-c2onc(C)c2C)cc1S(=O)(=O)NC1CCC(C)CC1 (centres undefined) | 15%
CN1c2cc(Cl)ccc2-c2nc(SCC(=O)Nc3ccc(F)cc3F)ncc2S1(=O)=O | -0.6%
O=C(NC1CCCCCC1)c1ccc(CS(=O)c2ccc(Br)cc2)o1 (centres undefined) | 4.2%
Cc1ccc(C)c(NC(=O)C2CCN(c3ncnc4c3nc3n4CCCCC3)CC2)c1 | -1.2%
CCN(C(=O)c1cn(-c2cccc(OC)c2)c(=O)c2ccccc12)c1ccccc1C | 2.2%
O=C(Cc1ccccc1)NC1CC(=O)N(c2ccccc2)C1 (centres undefined) | 5.0%
COc1ccc(OC)c(NC(=O)CSC2=Nc3ccccc3C3=NC(CCC(=O)NCCc4ccccc4)C(=O)N23)c1 (centres undefined) | -1.3%
Cc1cccc2c1-c1sc(C(=O)Nc3ccc(F)cc3F)cc1CO2 | 0.0%
CCOc1ccc(OCc2ccc(C(=O)Nc3cc(OC)c(OC)c(OC)c3)o2)cc1 | -1.0%
CCNc1ccc(-c2nc(-c3ccccn3)no2)cc1[N+](=O)[O-] | 1.9%
Cc1oc2c(c1C(=O)Nc1ccc(OC(F)(F)F)cc1)C1=NCCN1C=N2 | 0.0%
CCc1ccc(-c2nc3c(c(SCc4ccc(F)cc4)n2)Cc2c(CO)cnc(C)c2O3)cc1 | 2.0%
CCOc1ccc(-c2nc(SCC(=O)Nc3ccc4c(c3)OCO4)c(-c3ccc(F)cc3)[nH]2)cc1 | 3.1%

Reformatted: entries from further up.
Cc1cccc2c1-c1sc(C(=O)Nc3ccc(F)cc3F)cc1CO2
  Epigenetic derep: 0.0%

CCNc1ccc(-c2nc(-c3ccccn3)no2)cc1[N+](=O)[O-]
  Epigenetic derep: 1.9%

COc1ccc(OC)c(NC(=O)CSC2=Nc3ccccc3C3=NC(CCC(=O)NCCc4ccccc4)C(=O)N23)c1 (centres undefined)
  Epigenetic derep: -1.3%

CCOc1ccc(-c2nc(SCC(=O)Nc3ccc4c(c3)OCO4)c(-c3ccc(F)cc3)[nH]2)cc1
  Epigenetic derep: 3.1%

Next results.
molecule | Epigenetic derep
Cc1cccc(N2CCN(C(=O)c3cccn3-c3nnc(N4CCCCC4)s3)CC2)c1C | 9.0%
COC(=O)c1ccc(-n2nnc(-c3nsc(NC(=O)c4ccc(Cl)cc4)n3)c2C)cc1 | 1.1%
Cc1ccc(CN2CCc3nc(N4CCN(c5ccccc5F)CC4)ncc3C2)cc1C | 8.7%
COc1ccc(CCNC(=O)c2ccc3c(c2)N(Cc2cccc(Cl)c2)C(=O)CS3)cc1OC | 0.8%
N#Cc1c(-c2ccccc2)cc(-c2ccccc2)nc1SCC(O)CS(=O)(=O)Cc1ccc(Cl)cc1 (centres undefined) | -0.5%
COc1ccc(CNC(=O)c2cc3sccc3n2Cc2ccc(C)cc2)cc1 | -1.7%
CC1CCc2nc3ncn(Cc4ccccc4C#N)c(=O)c3cc2C1 (centres undefined) | -0.9%
COc1ccccc1NC(=O)c1cc2c(=O)oc3ccc(C)cc3c2s1 | -1.1%
COc1ccc(-c2noc(CN3CCN(c4ccccc4OC)CC3)n2)cc1OC | -1.1%
Cc1ccc(-c2cc3ncc4c(n3n2)-c2cc(C)ccc2OC4)cc1 | 0.0%
Cc1ccc2c(c1)c(=O)c1ccccc1n2CCCC(=O)Nc1ccc(Cl)c(Cl)c1 | 5.6%
Cc1ccc(S(=O)(=O)C(CNS(=O)(=O)c2ccc(F)c(C(F)(F)F)c2)c2ccco2)cc1 (centres undefined) | 3.9%
Cc1ccc(S(=O)(=O)n2nc(C)c(S(=O)(=O)N3CCCCC3)c2C)cc1 | 0.0%
Cn1c(=O)c2cc(S(=O)(=O)NC(Cc3ccccc3)C(=O)Nc3ccc(F)cc3)ccc2n(C)c1=O (centres undefined) | 1.1%
CCN(CCCNC(=O)c1nn(-c2ccc(OC)c(Cl)c2)c(=O)c2c1c1ccccc1n2C)c1ccccc1 | 0.2%
COc1ccc(CCN2C(=O)N(c3ccc(F)cc3)C(=O)C2CC(=O)Nc2ccccc2)cc1OC (centres undefined) | 0.0%
O=C(Nc1ccc(S(=O)(=O)N2CCC(c3nc4ccccc4s3)CC2)cc1)c1ccccc1 | -6.8%
Cc1ccc2onc(CC(=O)N3CCN(c4cccc(C)c4C)CC3)c2c1 | 0.0%
CN(Cc1ccccc1)S(=O)(=O)c1cc(Br)cc2c1N(C(=O)C1CC1)CC2 | 0.4%
CCCCS(=O)CC(O)CSc1nc(-c2ccc(OC)cc2)cc(-c2ccccc2)c1C#N (centres undefined) | -1.6%
Cc1c(C(=O)Nc2ccccc2Br)oc2ccc(S(=O)(=O)N3CCCCC3)cc12 | 15%
CCN(CC)CCNC(=O)c1cn(CC)c2ccc(S(=O)(=O)N3CCOCC3)cc2c1=O | -1.2%
CC(=O)c1ccc(NC(=O)C2=CC(c3cccs3)=NS(=O)(=O)N2C)cc1 | -4.6%
Cc1ccccc1OCC(=O)OCc1cc(=O)n2ccsc2n1 | 1.1%
COc1ccc(Cl)cc1NC(=O)CN(C)S(=O)(=O)c1ccc2c(c1)CCCN2C(C)=O | 1.4%
COc1ccc(Cl)cc1NC(=O)Cn1nnc2sc(-c3ccccc3)cc2c1=O | -0.3%
COc1ccc(OC)c(CC2C(=O)Nc3ccc(Br)cc32)c1 (centres undefined) | 6.5%
COc1cc2c(cc1NC(=O)COc1ccc(Br)cc1C)oc1ccccc12 | 2.9%
CCOC(=O)c1ccc(NC(=O)c2c(NC(C)=O)sc3c2CCC(C)C3)cc1 (centres undefined) | 3.9%
O=C(COc1ccc(F)cc1)Nc1ccc2nc(SCC(=O)N3CCOCC3)sc2c1 | 0.0%
COc1ccc(NC(=O)c2cccc(N3CCCS3(=O)=O)c2)cc1 | -3.1%
CCOC(=O)C1=C(CN(C)Cc2ccccc2)NC(=O)NC1c1ccc(OC(C)C)cc1 (centres undefined) | -0.7%
CSc1ncc(Cl)c(C(=O)Nc2c(C(=O)c3ccc(Cl)cc3)oc3ccccc23)n1 | -1.0%
CCOCCCn1c(=N)c(S(=O)(=O)c2ccc(Cl)cc2)cc2c(=O)n3cccc(C)c3nc21 | 2.2%
CCc1ccc(-n2c(=O)c3c4c(sc3n(CC(=O)c3ccc(Cl)cc3)c2=O)CCC4)cc1 | 0.0%
Cc1nc2ccn(Cc3ccccc3)c(=O)c2cc1C(=O)N1CCN(c2ccccc2F)CC1 | 0.8%
CCc1ccc(NC(=O)C2CCN(c3nn4c(=O)cc(C)nc4s3)CC2)cc1 | -1.3%
Cc1c(C(=O)N2CCC(C(=O)Nc3ccc(F)cc3)CC2)sc2nc[nH]c(=O)c12 | 0.0%
CCCC1=Nc2cc(C(=O)NCCc3ccc(OC)cc3OC)ccc2Sc2ccccc21 | -1.0%
Cc1ccc(NC(=O)Nc2cn(C)c(=O)c3ccccc23)c(Cl)c1 | -0.4%

In the list so far, 2 have an NH in an aromatic ring.
molecule | Epigenetic derep
CCOc1ccc(-c2nc(SCC(=O)Nc3ccc4c(c3)OCO4)c(-c3ccc(F)cc3)[nH]2)cc1 | 3.1%
Cc1c(C(=O)N2CCC(C(=O)Nc3ccc(F)cc3)CC2)sc2nc[nH]c(=O)c12 | 0.0%

New compounds follow:
molecule | Epigenetic derep
COC(=O)C(C)NC(=O)N1CCN(c2nnc(C)c3c(C)n(-c4ccc(Cl)cc4)nc23)CC1 (centres undefined) | 16%
CCOc1ccc(-n2c(SCC(=O)Nc3ccccc3OC)nc3c(oc4ccccc43)c2=O)cc1 | -2.2%
COc1cc2c(cc1OC)C(COc1ccccc1OC)N(C(=O)c1ccc(S(=O)(=O)N(C)C)cc1)CC2 (centres undefined) | 1.5%
COc1ccc(OC)c(NS(=O)(=O)c2ccc(-c3cc(C)no3)s2)c1 | 0.8%
COc1ccc(CCNC(=O)c2ccc3c(c2)N(Cc2ccccc2C)C(=O)c2ccccc2S3)cc1OC | 1.6%
CCN(CC)c1ccc(NC(=O)C2CCN(c3nnc(-n4cccc4)s3)CC2)c(C)c1 | -1.3%
Cc1nc2sc(C(=O)Nc3ccc(F)cc3)c(N)c2c(-c2ccc(Br)cc2)c1C(=O)Nc1ccc(Cl)cc1 | -1.1%
COc1ccc(NC(=O)C2=C(C)Nc3ncnn3C2c2ccc(C)o2)cc1 (centres undefined) | 0.0%
Cc1ccc(-n2c(=O)c3cccnc3n2CC(=O)Nc2cc(C)cc(C)c2)cc1 | -0.2%
Cc1cccc(CNC(=O)CCCN2C(=O)c3cccnc3Oc3ccccc32)c1 | -1.2%
Cc1ccc(S(=O)(=O)C(CNC(=O)C(=O)NCCc2ccc(Cl)cc2)c2ccco2)cc1 (centres undefined) | 2.8%
N#Cc1ccccc1CSc1nnc(-c2ccccc2)o1 | -1.1%
CCOC(=O)CSc1nc2c(sc3cccc(F)c32)c(=O)n1Cc1ccc(OC)cc1 | 0.0%
Fc1ccc(CNCCCSc2nnnn2-c2ccccc2)cc1 | 0.0%
COc1ccc(-c2nn(C)c3sc(C(=O)Nc4cc(OC)c(OC)c(OC)c4)cc23)cc1OC | -2.1%
Cc1ccc(Cl)cc1N1CCN(C(=O)C2CCC(CNS(=O)(=O)c3cccs3)CC2)CC1 (centres undefined) | 3.1%
COc1cccc(NS(=O)(=O)c2ccc(-c3cc(C)no3)s2)c1 | 0.0%
CCN1CCc2c(sc(-n3cccc3)c2C(CCC(C)C)NC(=O)NCCC(=O)OC)C1 (centres undefined) | -1.2%
COc1ccc(Nc2c(-c3ccc(C)o3)nc3cc(C)ccn23)cc1 | -1.8%
C=Cc1ccc(Cn2c(C)c(CNCCc3ccc(OCC)cc3)c(C(=O)O)c2C)cc1 | -0.5%
CC(C)CNc1ncnc2c1nnn2C | -0.2%
CCC(=O)N1CCc2cc(S(=O)(=O)CCC(=O)N3CCN(c4cccc(Cl)c4)CC3)ccc21 | 1.7%
O=S(=O)(Nc1ccc(-c2ccc(N3CCCC3)nn2)cc1)c1cccc(C(F)(F)F)c1 | -1.7%
CCC(=O)N1c2ccccc2CC1C(=O)NCc1cc(Br)ccc1OC (centres undefined) | -2.5%
CSc1ccc(CCNC(=O)CN2C(=O)c3cccnc3Oc3ccc(Cl)cc32)cc1 | ?
Cc1oc(-c2ccccc2F)nc1CSCC(=O)N1CCN(c2ccccc2)CC1 | 1.1%
CCn1cc(/C=C(\NC(=O)c2ccccc2Cl)C(=O)NCCCn2ccnc2)c2ccccc21 | 1.6%
Cc1ccc(S(=O)(=O)N2CCCc3cc(NS(=O)(=O)c4cc(C)ccc4C)ccc32)cc1 | -3.7%
CCOC(=O)c1c(C)[nH]c(C)c1S(=O)(=O)N1CCC(C(=O)N2CCN(c3ccccc3)CC2)CC1 | -1.3%
CCc1ccc2nc(N3CCN(C(=O)c4ccccc4)CC3)sc2c1 | 4.0%
COc1ccc(-c2nnc(SCC(=O)Oc3cc(C)ccc3C)o2)cc1 | -3.5%
CCOC(=O)c1c(NC(=O)COc2ccc(Br)cc2)sc2c1CCCC2 | 3.2%
O=C(NC1CCCCCC1)c1cc2c(Cl)nc3ccccc3c2s1 | 1.1%
CCN(Cc1ccccc1)Cc1c(O)ccc2c(=O)c(-c3ccccc3Cl)coc12 | -1.0%
COc1cccc(CNC(=O)CN2C(=O)COc3ccc(S(=O)(=O)Nc4ccccc4)cc32)c1 | -1.2%
CCOc1ccc(NC(=O)C2CCN(S(=O)(=O)c3ccc4c(c3)oc(=O)n4C)CC2)cc1 | ?
CC(C)CCn1c(SCc2ccc(F)cc2Cl)nc2ccsc2c1=O | -0.5%
Cc1ccc2c(c1)N(C(=O)C1CCN(S(=O)(=O)c3c(C)noc3/C=C/c3ccccc3F)CC1)CCO2 | 0.0%
N#Cc1c(C(F)(F)F)cc(-c2cccs2)nc1SCc1ccccc1F | 6.7%
COc1cc(NC(=O)CCn2nc(C)c(S(=O)(=O)N3CCCCC3)c2C)cc(OC)c1OC | 0.3%
Cc1ccc2nc(-c3cc(NC(=O)c4ccc5c(c4)OCCO5)ccc3Cl)oc2c1 | 3.2%
CCOC(=O)c1sc2ccccc2c1S(=O)(=O)Nc1cccc(C(F)(F)F)c1 | 0.0%
COc1ccccc1NC(=O)Cn1cnc2c(nc3n2CCCCC3)c1=O | -1.2%
